Prostate diff: activators of LNCaP prostate cell differentiation; flow cytometry side scatter, 4 d; side scatter shift, % at 10 µM; actives 0.56% (n = 24,000);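 active = side scatter shift above 30%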;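 also: androgen-responsive LNCaP prostate cancer cells in charcoal-stripped serum medium; percent of cells past a gate set so DMSO wells show 10% shift; higher shift means more granular cells and more differentiation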
Autofluor Jurkat: autofluorescence counter-screen for VLA-4 integrin assays | Jurkat cells, compound autofluorescence, flow cytometry; active compounds read high; 1 = vehicle-only cell background | fluorescence ratio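 (tested at 10 µM compound in the well)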 | actives 0.61% (n = 24,000) | AID 576;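 active = fluorescence ratio above 2.44, which is 1 plus 3 SD of all ratios; inconclusive = signal too bright to measure linearly, ratio around 10 or more; inactive = fluorescence ratio below 2.44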;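 also: green fluorescence of cells measured with 488 nm excitation and 530 nm emission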
VLA-4 agonist: allosterically activates the human VLA-4 integrin; P13612; Jurkat cells, LDV-FITC binding, flow cytometry; activation, % at 10 µM (by protocol); 24,000 tested, under 10 active; AID 528;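 active = fluorescent ligand binding to cells raised by more than 40% of the manganese-induced maximum; inconclusive = compound's own fluorescence above 85% of the ligand control signal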;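 also: 0% = ligand binding without compound and 100% = manganese-stimulated maximal binding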
Target sequence (P13612 whole entry, looked up): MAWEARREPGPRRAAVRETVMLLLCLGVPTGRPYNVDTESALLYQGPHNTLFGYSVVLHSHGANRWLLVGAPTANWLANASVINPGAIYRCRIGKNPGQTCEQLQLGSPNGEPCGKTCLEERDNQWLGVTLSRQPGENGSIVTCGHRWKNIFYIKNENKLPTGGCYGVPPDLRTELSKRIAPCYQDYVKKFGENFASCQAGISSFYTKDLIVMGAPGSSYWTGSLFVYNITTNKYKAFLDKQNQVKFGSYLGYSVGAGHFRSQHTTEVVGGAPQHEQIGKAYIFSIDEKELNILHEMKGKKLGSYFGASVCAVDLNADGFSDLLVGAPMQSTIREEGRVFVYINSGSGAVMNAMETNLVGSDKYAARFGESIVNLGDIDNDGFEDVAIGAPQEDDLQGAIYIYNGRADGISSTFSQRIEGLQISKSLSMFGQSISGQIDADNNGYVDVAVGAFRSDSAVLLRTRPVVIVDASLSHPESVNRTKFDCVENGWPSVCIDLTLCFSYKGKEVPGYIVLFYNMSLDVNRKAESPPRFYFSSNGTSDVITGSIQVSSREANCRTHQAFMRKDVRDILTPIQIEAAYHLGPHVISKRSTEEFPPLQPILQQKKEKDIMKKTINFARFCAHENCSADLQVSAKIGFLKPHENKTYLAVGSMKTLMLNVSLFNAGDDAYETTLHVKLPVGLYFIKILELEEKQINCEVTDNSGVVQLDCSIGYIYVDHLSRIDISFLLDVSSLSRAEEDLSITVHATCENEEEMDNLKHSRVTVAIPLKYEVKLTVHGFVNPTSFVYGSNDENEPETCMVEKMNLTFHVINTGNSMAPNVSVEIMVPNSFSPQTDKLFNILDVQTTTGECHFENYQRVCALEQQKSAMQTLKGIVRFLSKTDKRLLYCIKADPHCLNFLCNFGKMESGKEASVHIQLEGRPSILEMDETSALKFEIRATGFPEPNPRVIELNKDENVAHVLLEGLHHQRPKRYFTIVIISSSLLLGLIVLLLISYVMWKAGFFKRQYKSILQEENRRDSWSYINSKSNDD
VLA-4 antagonist: inhibitors of LDV-FITC ligand binding to Mn2+-activated human VLA-4 integrin. P13612. Jurkat cells, LDV-FITC binding with Mn2+, flow cytometry; 100% = Mn2+-driven binding gain fully reversed. inhibition, % at 10 µM (by protocol). actives 0.2% (n = 24,000);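 active = inhibition above 50%; inconclusive = compound itself fluorescent, judged against control cell fluorescence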;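 also: 0% = Mn2+ stimulated cells lacking compound and 100% = ligand binding without Mn2+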
Numbers without * were called inactive; ? = inconclusive; nt = not tested or not shown. An excerpt; count on the stated rates, not on these rows.

Sequence of screens: VLA-4 antagonist	Prostate diff	Autofluor Jurkat	VLA-4 agonist
COc1cc2[nH]c(=O)n(CCC(=O)N3CCN(c4cc(Cl)ccc4C)CC3)c(=O)c2cc1OC
  20	8	1.1	?
Cc1ccc(-c2nc3ncccn3c2Nc2ccc3c(c2)OCCO3)o1
  7	7	0.97	1
O=C1c2cccnc2C(=O)N1C1CCCCC1
  5	5	0.98	4
O=C(CCN1CCc2ccccc2C1)Nc1ccc2c(c1)OCO2
  4	10	1	-2
CC1=C(C(=O)OC(C)C)C(c2ccccn2)n2ncnc2N1 (stereo not drawn)
  -15	3	1	0
CC(C)NC(=O)c1ccc(CS(=O)(=O)c2ccc(Br)cc2)o1
  2	6	1	1
CC(=O)n1nc2nc(C)cc(C)c2c1N
  -3	6	1	5
CCOc1ccc(NC(=O)c2cccnc2C(=O)O)cc1
  10	5	1	8
O=C(CN1C(=O)COc2ccccc21)N(Cc1cccnc1)Cc1ccccc1F
  -4	10	0.97	-3
COc1cc(C2=NOC(C(=O)NCc3ccc(F)cc3)C2)cc(OC)c1OC (stereo not drawn)
  16	25	1.1	0
Cc1ccc(CNC(=O)C2CCC(=O)N2C2CCCCC2)cc1 (stereo not drawn)
  -7	6	1.1	-2
CN(C)c1ccc(C(=O)OCC(=O)NC2CCCCC2)cc1
  -5	12	1	0
COc1cc(CNc2ccc(N3CCOCC3)c(C(=O)O)c2)ccc1OCC(N)=O
  -16	3	1	4
CCOC(=O)C1CCN(C(=O)CSc2n[nH]c(=O)[nH]c2=O)CC1
  6	10	0.99	-6
COc1ccccc1CNC(=O)c1nnc(Cc2ccc(Cl)cc2)o1
  ?	14	0.99	?

Next entries follow.
Sequence of screens: VLA-4 antagonist	Prostate diff	Autofluor Jurkat	VLA-4 agonist
COc1cc(N=c2ssnc2Cl)cc(OC)c1
  -11	11	1.1	6
CC(C)c1ccc(NC(=O)C2CC(=O)N(C(C)C)C2)cc1 (stereo not drawn)
  6	13	0.96	-3
O=C(Cn1cc2c(n1)CCCC2)NCc1cccs1
  -2	12	1	4
O=C(NC1CCc2ccccc21)C1CCN(S(=O)(=O)c2ccc(-n3cnnn3)cc2)CC1 (stereo not drawn)
  2	9	1	4
CCCC(=O)Nc1ccc(OCC(=O)OC)cc1
  -4	17	0.99	3
O=c1c2cnn(-c3ccc(F)cc3)c2ncn1Cc1cccnc1
  -24	23	1	3
COc1ccc(S(=O)(=O)NCCC(=O)NC(C)c2ccccc2)cc1 (stereo not drawn)
  -7	6	1	0
Cc1noc(C)c1S(=O)(=O)N(CC(=O)NCc1ccc(Cl)cc1)c1ccc2c(c1)OCO2
  5	10	0.95	3
CCNC(=O)c1cc2c(=O)n3cccc(C)c3nc2n1C
  ?	10	1.4	?
Cc1ccc(CC23CN4CCN(CC(C4)C2O)C3)c(C)c1 (stereo not drawn)
  -20	16	1	-6
O=C(C1CCC(Cn2c(=O)[nH]c3ccccc3c2=O)CC1)N1CCN(c2ccccc2)CC1 (stereo not drawn)
  3	5	1.1	-6
CCOC(=O)C1CCCN(C(=O)CN2CCN(Cc3ccc(Cl)cc3)C2=O)C1 (stereo not drawn)
  -10	0	1.1	-1
COCCn1cc(C(=O)NCc2cccs2)c2c3ccccc3n(C)c2c1=O
  -5	6	1.1	6
CCOC(=O)N1CCN(C(=O)C2CC(=O)N(c3ccc(OC)cc3)C2c2ccc(OC)cc2)CC1 (stereo not drawn)
  -5	0	1	7
Cc1cc(Nc2ccc(Br)cc2F)n2ncnc2n1
  ?	6	1.3	?

(list continues)
Sequence of screens: VLA-4 antagonist	Prostate diff	Autofluor Jurkat	VLA-4 agonist
O=C(Nc1ccc(Cl)c(C(F)(F)F)c1)C1CCCN(S(=O)(=O)c2cnc[nH]2)C1 (stereo not drawn)
  ?	17	1.3	?
CCc1nnc(NC(=O)c2cccc(C(=O)Nc3nnc(CC)s3)n2)s1
  -8	7	1	2
N#Cc1c(N2CCCC2)nc(N)c2c(N)nc(N3CCCC3)cc12
  -48	7	1.2	30
Cn1c(=O)c(=O)n(C)c2cc(S(=O)(=O)Nc3ccc4c(c3)OCCO4)ccc21
  -14	7	1	0
COC(=O)c1sccc1NC(=O)c1ccco1
  -6	14	0.99	2
COCCNC(=O)C(C)OC(=O)c1nsc(Cl)c1Cl (stereo not drawn)
  1	2	1	-2
Cc1nn(C)c(C)c1S(=O)(=O)N(CC(=O)Nc1ccc2c(c1)OCO2)c1ccc(C(C)C)cc1
  4	2	0.97	3
CC1(C)CN=C(N2CCN(c3ncnc4sc5c(c34)CCCC5)CC2)S1
  -8	4	1	0
CCc1c(C)n([O-])c2c([n+]1=O)CCC2
  ?	4	1.1	?
COc1ccc(Cl)cc1N1C(=O)C2CCCN2C1c1sccc1C (stereo not drawn)
  15	3	0.98	6
CCn1c(SCC(=O)Nc2ccc3c(c2)OCO3)nc2c(c1=O)SC(C)C2 (stereo not drawn)
  8	3	1.1	3
Clc1ccc(Cn2c(CN3CCCC3)nc3ccccc32)cc1
  10	2	0.99	-8
COc1ccc(C(O)C(CN2CCOCC2)c2ccccc2)cc1F (stereo not drawn)
  -12	3	1	3
CCC(C)N1C(=O)CCC1C(=O)NCc1ccc2c(c1)OCO2 (stereo not drawn)
  32	3	1	-1
CCOc1ccc(C(=O)NCCn2cc(SCC(=O)Nc3cc(C)on3)c3ccccc32)cc1
  4	3	1	2

The listing continues.
Sequence of screens: VLA-4 antagonist	Prostate diff	Autofluor Jurkat	VLA-4 agonist
CC1CN(CC(O)COc2ccccc2C(C)(C)C)CC(C)O1 (stereo not drawn)
  -5	7	0.95	4
NC(=O)c1nn(-c2ccccc2)nc1NC(=O)CN1CCCCC1
  0	5	1.1	-8
COc1ccc2[nH]c(C)c(CN3CCCC(C)C3)c(=O)c2c1 (stereo not drawn)
  14	nt	1	1
COc1ccc2cc3cc(C(=O)Nc4ccc5c(c4)OCO5)oc3nc2c1
  ?	7	1.2	?
O=C(Cn1cnc2c(oc3ccccc32)c1=O)N1CCCc2ccccc21
  7	4	1	-1
COc1cccc(-c2cc(C(=O)N3CC4(C)CC3CC(C)(C)C4)no2)c1 (stereo not drawn)
  6	7	1.1	-4
CCOc1ccc(CC(=O)C2C(=O)CCCC2=O)cc1OCC
  12	9	1	9
CC(=O)Nc1cccc(NC(=O)CSc2nn3c(=O)c(C)nnc3s2)c1
  -20	11	1	-9
Cc1[nH]c(=O)[nH]c(=O)c1S(=O)(=O)N(C)Cc1ccccc1
  -11	13	1.1	0
CCN(CC)c1ccc(NC(=O)CC2Oc3ccccc3NC2=O)c(C)c1 (stereo not drawn)
  -10	3	0.95	5
CCCCC(=O)O[C@]1(C(=O)CO)CC[C@H]2[C@@H]3CCC4=CC(=O)CC[C@]4(C)[C@H]3[C@@H](O)C[C@@]21C
  -28	5	1.1	13
Cc1cc(Nc2ccc(F)cc2C)n2ncnc2n1
  1	15	1	-5
O=c1cc(CO)oc(CN2CCCC2)c1O
  -11	5	1	4
COc1ccc(-c2nnc(SCC(=O)c3cc(C)n(Cc4cccs4)c3C)o2)cc1
  -2	2	1	0
COc1ccc(-n2c(Cc3cccn3C)nnc2SCC(=O)Nc2ccc(F)cc2F)cc1
  -4	2	1.1	-4

Additional records.
Sequence of screens: VLA-4 antagonist	Prostate diff	Autofluor Jurkat	VLA-4 agonist
COc1ccc(N2CCN(C(CNC(=O)c3ccco3)c3cccnc3)CC2)cc1 (stereo not drawn)
  6	12	0.98	-1
COc1ccc2cc3cc(C(=O)NCCN4CCN(c5ccccc5F)CC4)oc3nc2c1
  ?	4	1.2	?
CCOC(=O)C1=C(CC)Nc2ccccc2N=C1NC(=O)Cn1cnc2ccccc2c1=O
  -21	8	1	3
CC(=O)N1C(=O)C2(Nc3ccccc3N2)c2ccccc21
  -14	12	1	0
CCN(CCCNC(=O)CCCn1c(=O)[nH]c2ccccc2c1=O)c1cccc(C)c1
  -3	2	1.1	-3
COc1ccc(Cc2nnc3n2N=C(c2cc4ccccc4o2)CS3)cc1OC
  6	8	1.1	-4
COc1cccc(N2CCN(C(=O)CN(c3ccc(C)cc3)S(=O)(=O)c3c(C)n[nH]c3C)CC2)c1
  ?	5	1.2	?
Cn1c(=O)c2c(O)cc(=O)[nH]c2n(-c2ccccc2)c1=O
  -18	20	1.1	1
Oc1cccc2ccc(Nc3ccccn3)nc12
  0	5	1.1	-2
CC(C)[N+](C)(CCOC(=O)C1c2ccccc2Oc2ccccc21)C(C)C
  -7	5	0.99	0
O=C1C(c2ccc(F)cc2)N(Cc2ccc3c(c2)OCO3)C(=O)CN1C1CCCCC1 (stereo not drawn)
  -3	11	1.2	-4
O=C(CCC1N=C2c3ccccc3N=C(SCc3cccc(Cl)c3)N2C1=O)NCc1ccco1 (stereo not drawn)
  ?	2	1.1	?
CC1Cc2ccccc2N1C(=O)c1cccnc1 (stereo not drawn)
  -21	3	0.96	-4
O=C(C1CCCCN1S(=O)(=O)c1ccc(F)cc1)N1CCN(c2ccccc2F)CC1 (stereo not drawn)
  -1	4	1.1	3
C=CCOC(=O)COc1ccc2c(C)c(C)c(=O)oc2c1C
  -12	3	1.1	1

Next section.
Sequence of screens: VLA-4 antagonist	Prostate diff	Autofluor Jurkat	VLA-4 agonist
Cc1ccc2nc(NC(=O)CNS(=O)(=O)c3ccc(Br)s3)sc2c1
  15	5	1	-1
O=C(Nc1cccc(-c2cn3cccnc3n2)c1)c1ccc2c(c1)OCO2
  -2	13	1.1	1
O=C(O)c1ccccc1C(=O)Nc1ccccc1
  -14	15	1.1	6
CCCCC(CCC(=O)Nc1ccccc1C(=O)OCC)C(=O)O (stereo not drawn)
  -19	21	1.1	2
Cc1ccc(C(=O)CC2(O)C(=O)N(C)c3ccc(Br)cc32)c(C)c1 (stereo not drawn)
  -13	12	1	-3
Oc1ccc(CNC2CCCCC2)cc1
  15	15	1	4
COc1cc2c(C(=O)Nc3ccc4c(c3)OCO4)cn(CC(C)C)c(=O)c2cc1OC
  ?	2	1.2	?
COC(=O)CC(C(=O)Nc1cc(C(=O)OC)cc(C(=O)OC)c1)N1CCN(C)CC1 (stereo not drawn)
  -4	14	1.1	3
O=C(CSc1nnnn1-c1ccccc1)c1cc2ccccc2oc1=O
  -20	12	1	8
CCOC(=O)N1CCN(c2c(NCCCN(CC)c3cccc(C)c3)c(=O)c2=O)CC1
  -12	5	1.1	-3
Cn1c(=O)cc(SCC(=O)Nc2ccc3c(c2)OCO3)c2ccccc21
  19	4	1	1
CCN1C(=O)c2cccc3c(S(=O)(=O)Nc4nc(C)cs4)ccc1c23
  2	13	1.1	-1
Fc1ccc(-c2csc3nnc(SCc4cccnc4)n23)cc1
  -13	3	0.98	-1
O=C(CSc1nnc(-c2ccccn2)n1Cc1ccccc1)N1CCCC1
  -7	10	1.1	4
CCc1cccc(NC(=O)CS(=O)Cc2nc(-c3ccc(C)cc3)oc2C)c1 (stereo not drawn)
  9	10	1.2	-9

Next section:
Sequence of screens: VLA-4 antagonist	Prostate diff	Autofluor Jurkat	VLA-4 agonist
CNC(=O)CSc1nnc(-c2ccc(S(=O)(=O)N3CCCC3)cc2)n1-c1cccc(C)c1C
  -15	12	0.96	3
O=C(Nc1cccnc1)c1cc(-c2ccc3c(c2)OCO3)on1
  -6	6	1.1	3
O=C(O)C1C2CCC(C2)C1C(=O)NCCCn1ccnc1 (stereo not drawn)
  -5	9	1	4
COC(=O)c1[nH]c2ccc(C)cc2c1NC(=O)CN1CCN(C(=O)c2ccccc2)CC1
  2	11	1	2

Bioassay records: PubChem, NMMLSC
